High-throughput results as filed in PubChem.
sdo1 growth: restores growth of sdo1-depleted yeast | S. cerevisiae sdo1-depleted JHY4D growth rescue, OD600 30 h; stronger effect = higher value; pdr5 snq2 efflux-pump mutant strain | z-score at 10 µM | hit rate 0.21% among 140,000 | AID 817;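 active = z-score above 3 at both the 24 hr and the 30 hr optical density reads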;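 note: z-score against mean and SD of all compound wells on the same plate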
Insulin prom inh: TRM-6 insulin promoter activity inhibition; TRM-6 cells (human fetal islet line), insulin promoter-eGFP reporter, imaging; reporter expression induced with tamoxifen; inhibition, % at 2 µM; hit rate 0.9% among 130,000; AID 1273;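 active = inhibition above the mean plus 3 SD, with well images judged a real hit on visual review, cut at about 60% in these data, passing the limit was not always enough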
sdo1 growth Rescue 24 h: further read-out of sdo1 growth, marked with its call; z-score; S. cerevisiae sdo1-depleted JHY4D growth rescue, OD600; measured here: growth rescue at 24 h;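 0 is the plate mean of compound wells and units are plate SD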
Starred values were filed as active, the others as inactive; i = inactive; . = not tested or not shown; [ ] = remark or other dose. An excerpt. The share of hits here may be higher or lower than overall.

| SMILES | sdo1 growth | sdo1 growth Rescue 24 h | Insulin prom inh |
| --- | --- | --- | --- |
| O=C(CN1C(=O)c2cccc3cccc1c23)NCc1ccncc1 | 0.22 | -0.24 | 0 |
| CC(=O)Nc1cccc(NC(=O)CSc2ccc(-c3ccccn3)nn2)c1 | . | . | -17 |
| O=S(=O)(/N=C(/Nc1ccc(F)c(F)c1F)c1ccccc1)c1ccccc1 | 0.09 | -0.08 | -6 |
| COCCn1c(C)cc(C2=NNC(=Nc3ccccc3)SC2)c1C | 1 | 1.2 | -11 |
| O=C(NNC(=S)Nc1cccc(Cl)c1)c1ccccc1OC(F)F | 0.79 | 0.94 | 12 |
| Cn1cc(CN2CCCC(CO)(Cc3ccccc3)C2)cn1 (configuration not stated) | . | . | 7 |
| CCN(CC)S(=O)(=O)c1cc(Cl)ccc1OC | . | . | -48 |
| CCOC(=O)CCC(NC(=O)c1ccc(NCN2C(=O)CCC2=O)cc1)C(=O)OCC (configuration not stated) | 1 | 0.93 | -224 |
| Cc1ccccc1OCC(=O)NCCC(=O)O | 0.75 | -0.14 | -61 |
| COc1ccc(NC(=O)CSc2ncnc3c2cnn3Cc2ccccc2)cc1OC | 0.17 | 1.4 | 45 |
| CCCCn1nc2cc(C(=O)NCCc3ccc(C)cc3)ccc2c1OCC | -0.34 | -0.28 | . |
| CCN(C(=O)C(C)OC(=O)C1C(C(=O)OC)=C(C)NC(C)=C1C(=O)OC)c1ccccc1 (configuration not stated) | . | . | 12 |
| CCNC(=O)C(Cc1ccccc1)NC(=O)OCc1ccccc1 (configuration not stated) | . | . | -57 |
| CCC1(C)OC(=O)N(CCCn2ccnc2C)C1(C)O (configuration not stated) | 0.21 | -0.36 | 3 |
| COc1ccc(C(=O)O)cc1S(=O)(=O)N(C)C | . | . | 33 |
| O=C(c1cn(-c2ccccc2)nc1-c1ccc(Br)cc1)N1CCOCC1 | -1.3 | -1 | -50 |
| Brc1ccc(-n2c(SCc3nc4ccccc4[nH]3)nnc2-c2ccncc2)cc1 | 1.2 | 0.13 | -35 |
| Cc1nnc(C)n1/N=C/c1ccc(-c2ccccc2)cc1 | -0.93 | -0.41 | 11 |
| COc1ccc(NCC(=O)N/N=C(\C)c2cc3ccccc3o2)cc1 | . | . | 6 |
| O=C(O)CSc1nc(-c2ccccc2)nc2c1oc1ccccc12 | 0.61 | 0.21 | -50 |
| Cc1ccc2cc(C(c3nnnn3C3CCCC3)N(Cc3ccccc3)Cc3ccco3)c(=O)[nH]c2c1 (configuration not stated) | -0.58 | -0.19 | -21 |
| COc1cc(OC)c(C(=O)Oc2ccc3c(c2)OCO3)cc1OC | 0.37 | -0.12 | . |
| CCOC(=O)C(Oc1ccc2c(-c3ccccc3)cc(=O)oc2c1)c1ccccc1 (configuration not stated) | 0.47 | 0.45 | 7 |
| CCc1nnc(NC(=O)CSc2ncc(-c3ccccc3)[nH]2)s1 | 0.47 | 0.41 | 47 |

Profiles from above. Screens in order: sdo1 growth	sdo1 growth Rescue 24 h	Insulin prom inh
Profile of Cc1ccc2cc(C(c3nnnn3C3CCCC3)N(Cc3ccccc3)Cc3ccco3)c(=O)[nH]c2c1 (configuration not stated) → -0.58	-0.19	-21
Profile of CCOC(=O)C(Oc1ccc2c(-c3ccccc3)cc(=O)oc2c1)c1ccccc1 (configuration not stated) → 0.47	0.45	7

Next part.
| SMILES | sdo1 growth | sdo1 growth Rescue 24 h | Insulin prom inh |
| --- | --- | --- | --- |
| O=C(c1cccs1)N1CCC(c2nc3ccccc3s2)CC1 | 1.4 | 1.2 | . |
| CCOC(=O)c1nnn(-c2nonc2-n2cccc2)c1CN1CCCCC1 | -0.59 | 0.66 | . |
| O=C(O)CCC(=O)N1CCOc2ccc(Cl)cc21 | 0.9 | 0.67 | -14 |
| Cc1cc(C)n(CC(O)CN2C(=O)NC(C)(C)C2=O)n1 (configuration not stated) | -0.55 | -1.1 | 31 |
| Cc1ccc(NC(=O)c2cc(-c3ccc(C)o3)nc3ccccc23)nc1 | -0.86 | -1.1 | 49 |
| O=C(CCCc1nc(-c2ccccc2)no1)NCc1cccnc1 | 0.83 | 0.62 | -13 |
| O=C(Nn1c(-c2ccc(Br)cc2)nc2ccccc2c1=O)c1cccnc1 | . | . | 78* |
| CCN(CC)Cc1oc(CO)cc(=O)c1O | . | . | -29 |
| O=C1CCc2cc(S(=O)(=O)NCCC(=O)NC3CCN(Cc4ccccc4)CC3)ccc2N1 | 0.26 | -1.1 | . |
| CCCCCn1c(N2CCN(Cc3ccccc3)CC2)nc2c1c(=O)[nH]c(=O)n2C | -0.64 | 0.45 | -5 |
| CC(=O)N1SC(N)=NC1c1ccccc1 (configuration not stated) | 0.29 | 1.3 | -71 |
| O=C(CSc1nnc(-c2ccccn2)n1Cc1ccco1)c1ccccc1 | -0.46 | -0.31 | -38 |
| Cc1ccc(S(=O)(=O)n2nc(-c3ccco3)nc2N)cc1 | . | . | -20 |
| CCN(CC)C(=S)NC(=O)Cc1ccccc1 | . | . | 5 |
| CCCc1nnc2n1N=C(c1ccc(OC)c(OC)c1)CS2 | 0.04 | -0.32 | 11 |
| CC(C)OP(=O)(OC(C)C)C(Nc1ccccn1)c1ccc(F)cc1 (configuration not stated) | -1 | -0.78 | -67 |
| COc1ccc(C(=O)OCCOc2ccccc2C(C)=O)c(O)c1 | . | . | 22 |
| CS(=O)(=O)NCCNc1ccc(C(F)(F)F)cc1[N+](=O)[O-] | . | . | 43 |
| O=C(NCCc1ccccc1F)/C(=C/c1cccnc1)NC(=O)c1ccccc1 | 1.3 | 0.92 | -31 |
| CCOC(=O)c1ccc(NC(=O)C2(c3ccccc3)CCCC2)cc1 | -0.63 | -0.04 | . |
| Cc1ccc(CN(C(=O)c2ccco2)C(C(=O)NC2CCCC2)c2ccc(N3CCOCC3)cc2)cc1 (configuration not stated) | -0.23 | -0.6 | -153 |
| COc1ccc(C(=S)Nc2ccccc2)cc1 | 1.3 | 0.61 | . |
| COc1cc(/C=C/C(=O)OCC(=O)c2c(N)n(C)c(=O)n(C)c2=O)ccc1OC(F)F | . | . | -41 |
| Cc1ccc(N/C=C/C(=O)C(C)(C)C)c(O)c1 | -0.28 | -0.67 | -28 |
| CCNc1ccc(C2(O)C(=O)c3ccccc3C2=O)cc1 | 0.54 | -0.74 | 20 |
| O=C(c1cccnc1)N1C2C=CC(C2)C1(C(F)(F)F)C(F)(F)F (configuration not stated) | 0.94 | 0.45 | -38 |
| CC(=O)COc1ncn(-c2ccccc2)n1 | 0.78 | 0.27 | -11 |
| Cc1cc(=O)[nH]c(-n2nc(C)cc2C)n1 | 1.2 | 1.6 | . |
| Cc1ccc(-n2c(C)cc(C)c(C#N)c2=O)cc1Cl | -1.2 | -1.1 | i |
| C=CCc1ccccc1OCC(O)CN1CCN(c2ccccc2F)CC1 (configuration not stated) | -0.51 | -0.27 | 16 |
| Nc1c(-c2ccccc2)nc(Cl)nc1-c1ccccc1 | -0.33 | 0.25 | . |
| Fc1cccc(-c2oncc2-c2nnnn2-c2ccc(Cl)cc2)c1 | -1.5 | -0.56 | . |
| Cc1ccc(CNC(=O)N[C@@H](Cc2ccccc2)C(=O)O)cc1 | 0.22 | 1.3 | -7 |
| C/C(=N\Nc1cc(Cl)nc(C)n1)c1ccccc1 | 0.71 | 0.97 | 7 |
| COC(=O)c1cn(C)c2ccc(S(=O)(=O)N3CCCC3)cc2c1=O | 0.43[8.8 µM] | 0.53 | . |
| COc1cc(CNCCCN2CCOCC2)c(Br)cc1OCC(=O)Nc1ccccc1C | . | . | -95 |
| COc1ccc(OCCNS(=O)(=O)c2cccc([N+](=O)[O-])c2)cc1 | . | . | -47 |
| COc1ccc(Cl)c(S(=O)(=O)N2CCCC2)c1 | -0.02 | -0.2 | 0 |
| COc1ccc(C(=O)NC2CCCCCC2)cc1S(=O)(=O)Nc1ccc(Br)cc1 | -0.55 | -0.7 | 3 |
| COc1cccc(CN(Cc2cccnc2)S(=O)(=O)c2ccc(-n3cnnn3)c(C)c2)c1OC | 0.05 | -0.9 | . |
| COc1ccc(C(=O)Nc2cc3c(cc2C#N)OCO3)cc1S(=O)(=O)N1CCN(C)CC1 | 0.16 | -0.16 | . |
| COc1ccc(OC)c(NC(=O)c2ccccc2SC)c1 | -0.02 | 0.12 | -59 |
| Cc1c([N+](=O)[O-])c([N+](=O)[O-])nn1CC(=O)N1CCCCC1 | 1.7 | 0.32 | 4 |
| Cc1cc(C(=O)NCCCn2ccnc2)sc1-c1ccccc1 | 0.66 | 0.75 | i |
| CC(C)[C@H](NC(=O)c1ccccc1)C(=O)OCC(=O)N1CCCc2ccccc21 | -0.43 | -0.33 | 38 |
| NC(=O)C1CCN(C(=O)c2cc(S(=O)(=O)N3CCOCC3)c(Cl)cc2Cl)CC1 | -0.18 | -0.82 | 55 |
| CC(C)(C)c1cc(NC(=O)Nc2ccc(Br)cc2Cl)no1 | . | . | -11 |
| Cc1ccc(S(=O)(=O)N2CCC(=O)N(C(COC(=O)Nc3ccccc3)Cc3ccccc3)CC2)cc1 (configuration not stated) | -0.5 | -0.62 | -65 |
| Cc1cc(N2CCOCC2)nc(SCc2c(Cl)cccc2Cl)n1 | -1.4 | -0.71 | 55 |
| Nc1c(S(=O)(=O)c2ccccc2)nnn1-c1ccccc1 | 0.4 | -0.03 | 20 |
| COc1ccc(/C=C(/NC(=O)c2ccc(OC)cc2)C(=O)NCCc2c[nH]c3ccccc23)cc1 | 0.33 | 0.51 | 0 |
| CC1(C)C2CCC1(CS(=O)(=O)N1CCCc3ccccc31)C(=O)C2 (configuration not stated) | -0.77 | -0.91 | 43 |
| O=C(C1CCN(Cc2ccc(F)cc2)CC1)N(CCc1ccccc1)Cc1ccccc1 | 0.42 | 0.46 | -35 |
| CS(=O)(=O)N(CC(=O)N1CCCC1)c1cc(C(F)(F)F)ccc1Cl | . | . | 17 |
| COC(=O)c1nn(-c2ccccc2)c(Sc2ccc(C)cc2)c1/C=N/O | 0.04 | 0.62 | -67 |
| O=C(Nc1n[nH]c(C2CCCCC2)n1)C1CCCCC1 | 0.12 | -0.34 | 35 |

The results go on.
| SMILES | sdo1 growth | sdo1 growth Rescue 24 h | Insulin prom inh |
| --- | --- | --- | --- |
| CC1Cc2ccccc2N1CC(=O)c1c(N)n(Cc2ccccc2)c(=O)n(C)c1=O (configuration not stated) | 0.05 | 0.23 | . |
| CCCCOc1ccc(C(=O)N/C(=C\c2ccc(OC)cc2)C(=O)OCc2ccco2)cc1 | -1 | 1.7 | . |
| CCOc1cc2[nH]c(=O)n(CCC(=O)NCCc3ccc(OC)c(OC)c3)c(=O)c2cc1OCC | 1.1 | 0.88 | 9 |
| CCOC(=O)N/N=C/c1c(F)cccc1F | 0.12 | 0.53 | -57 |
| CCCc1cc(C(N)=O)c(NC(C)=O)s1 | 0.33 | -0.55 | -11 |
| COc1ncnc2sc(-c3ccccc3)cc12 | -0.53 | -0.99 | . |
| O=C(CSc1nnc(SCc2ccc(Cl)cc2)s1)N1CCOCC1 | -0.58 | -0.97 | . |
| Cc1cc(N2CCOCC2)nc(-c2ccc([N+](=O)[O-])cc2)n1 | 0.91 | 0.97 | 46 |
| CC(=O)c1cccc(NC(=O)C2CCCN(S(=O)(=O)c3ccccc3)C2)c1 (configuration not stated) | -0.53 | 0.07 | 24 |
| Clc1ccc(-c2csc(=Nc3cccnc3)n2CCCn2ccnc2)cc1Cl | -1.2 | -0.36 | 47 |
| Clc1ccc(Cn2c(-c3cccnc3Cl)nc3ccccc32)cc1 | -1.7 | -0.95 | . |
| O=C(CN1CCN(c2ccc(F)cc2)CC1)Nc1cccc(C(F)(F)F)c1 | -1.2 | -1 | -40 |
| Cc1cccn2c(=O)c(C=NCc3ccco3)c(Nc3ccc(SC(F)F)cc3)nc12 | -1.6 | -1 | 14 |
| O=S(=O)(c1ccc(Cl)cc1)N1CCN=C1SCc1cccnc1 | . | . | -8 |
| COc1ccc2oc3cc(C)[n+]([O-])c(-c4ccc(Cl)cc4)c3c2c1 | -1.5 | 0.28 | -36 |
| Cc1nn(C)c(C)c1S(=O)(=O)N(CC(=O)Nc1nccs1)c1ccc(C(C)C)cc1 | 0.46 | -0.35 | . |
| COc1cccc(CNC(=O)Cc2ccc(Br)cc2)c1 | 1.2 | 1.1 | 4 |
| CCOc1cc2[nH]c(=O)n(CC3CCC(C(=O)NCCCOC)CC3)c(=O)c2cc1OCC (configuration not stated) | 0.33 | 0.43 | -171 |
| O=C(c1cnccn1)N(c1ccccc1)C1(C(=O)NC2CCCC2)CCCCC1 | 0.74 | 2.5 | -100 |
| Cc1cccc(Cn2c(=O)c3c(nc4n3CCN4Cc3ccco3)n(C)c2=O)c1 | 0.3 | 0.34 | 6 |
| CCc1nc(SCCO)c2oc3ccccc3c2n1 | -1.3 | -0.59 | 33 |
| COCCNC(=O)c1ccc(N2CCC3(CC2)OCCO3)c([N+](=O)[O-])c1 | 0.89 | 0.38 | 24 |
| Cc1cc(C)cc(NC(=O)c2ccccc2NC(=O)CCC(=O)O)c1 | -0.63 | -1.6 | 23 |
| Cc1c(C(=O)N2CCN(c3ccc(F)cc3)CC2)sc2nc(-c3ccccc3)cn12 | -0.11 | 0.11 | . |
| COCCn1c(SCC(=O)Nc2cccc(OC)c2)nnc1-c1ccc(Cl)cc1 | -0.03 | 0.09 | -115 |
| CCOC(=O)CCSc1nc(C)c2cc(OC)ccc2n1 | 0.04 | 0.08 | -8 |
| COc1cccc(NC(=O)COC(=O)c2c3c(nc4ccccc24)CCC(C)C3)c1 (configuration not stated) | -1.3 | -0.92 | -8 |
| Cc1nc(Nc2ccc(Cl)c(Cl)c2)sc1C(=O)Nc1ccccc1 | -1.5 | -1.1 | . |
| CCCN1Cc2cccc(C(=O)N3CCN(c4ccccc4)CC3)c2C1=O | 0.14 | -0.03 | -7 |
